A549 tox = counter-screen for Nrf2 inhibitors: cytotoxicity in A549 cells; A549 ARE-Fluc cells, CellTiter-Fluor viability, 18-24 h; Potency, µM (top dose mostly 46 µM), for the others: at the highest dose activity change, negative = cytotoxicity, hits mostly inhibitors; 390,000 compounds, 0.16% hits; note: potency is the fitted concentration of half-maximal effect; % is set by controls: 0 for no effect and ±100 for the full control effect
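A549 ARE_Fluc cells in 5% FBS OPTI-MEM were exposed to compounds in concentration-response for 18-24 h at 37 deg C. Viability was read by CellTiter-Fluor fluorescence (Ex 405/Em 525) after 30 min, before the luciferase read.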
Nrf2 activator = Nrf2 pathway activation. AREc32 ARE-luciferase reporter (MCF7-derived line), luminescence, 24 h. Potency, µM (top dose mostly 46.1 µM), for inactives: top-dose activation, actives largely listed as activators. 410,000 compounds, 0.31% hits. AID 624171; note: potency is the fitted concentration of half-maximal effect; % of control where 0% means no effect; nearly all actives have a fitted effect of over 65% in size
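Each well held 1000 AREc32 cells, which were incubated with compound for 24 hr at 37 deg C after overnight attachment, and ARE reporter activity was quantified by firefly luciferase luminescence.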
MmCpn inh = blocks the Methanococcus maripaludis chaperonin Mm-Cpn. 330,000 compounds, 0.031% hits. Potency, µM (series often up to 76.9 µM), for inactives: at the highest dose activity, negative = inhibition, actives largely listed as inhibitors. purified Mm-Cpn ATPase, ADP Transcreener TR-FRET; note: potency is the fitted concentration of half-maximal effect; % is set by controls: 0 for no effect and ±100 for the full control effect; nearly all actives have a fitted effect of over 80% in size
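TR-FRET (320 nm excitation; 590 and 665 nm emission) reports ADP made from 10 uM ATP by 25 nM enzyme; compounds were preincubated 10 min, reaction run 30 min, both at 37°C.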
Nrf2 inh = inhibitors of Nrf2 signaling; A549 ARE-Fluc reporter, luciferase luminescence, 18-24 h; Potency, µM (top dose mostly 46 µM), without a hit: at the top dose activity change, negative = inhibition, most hits filed as inhibitors; 360,000 compounds, 2.1% hits; note: potency is the fitted concentration of half-maximal effect; % is set by controls: 0 for no effect and ±100 for the full control effect; nearly all actives have a fitted effect of over 60% in size
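Cells were seeded and rested 2 h, then exposed to compounds for 18-24 h. CellTiter-Fluor was read first as a viability measure. BugLite was added 15 min before the final luminescent read of ARE-luciferase activity in A549 cells.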
CCT chaperon mod = cytosolic chaperonin activity modulation; purified chaperonin ATPase assay, HTRF ADP detection, 30 min; activity change, % (concentration not given with the values), hits read low; 360,000 compounds, 0.3% hits; in the data active = activity change below about -30%; note: % is set by controls: 0 for no effect and ±100 for the full control effect
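TRiC at 40 or 20 nM final (batch-dependent) in 30 mM Tris pH 7.4, 100 mM KCl, 5 mM MgCl2, 1 mM DTT, with compound at single 76 uM and 10 uM ATP, 30 min at 37 deg C. ADP detected by HTRF Transcreener, 665/615 ratio.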
EPAC2 antagonist = EPAC2 (human) antagonism | Q8WZA2 | EPAC2 GEF exchange of Rap1B-BODIPY-GDP, fluorescence | Potency, µM (doses to about 114 µM), without a hit: top-dose activity, negative = inhibition, most hits filed as inhibitors | 360,000 compounds, 0.18% hits | AID 720708; note: potency is the fitted concentration of half-maximal effect; % is set by controls: 0 for no effect and ±100 for the full control effect; nearly all actives have a fitted effect of over 45% in size; many of its hits are not listed in these tables
Target sequence (Q8WZA2 whole entry, looked up): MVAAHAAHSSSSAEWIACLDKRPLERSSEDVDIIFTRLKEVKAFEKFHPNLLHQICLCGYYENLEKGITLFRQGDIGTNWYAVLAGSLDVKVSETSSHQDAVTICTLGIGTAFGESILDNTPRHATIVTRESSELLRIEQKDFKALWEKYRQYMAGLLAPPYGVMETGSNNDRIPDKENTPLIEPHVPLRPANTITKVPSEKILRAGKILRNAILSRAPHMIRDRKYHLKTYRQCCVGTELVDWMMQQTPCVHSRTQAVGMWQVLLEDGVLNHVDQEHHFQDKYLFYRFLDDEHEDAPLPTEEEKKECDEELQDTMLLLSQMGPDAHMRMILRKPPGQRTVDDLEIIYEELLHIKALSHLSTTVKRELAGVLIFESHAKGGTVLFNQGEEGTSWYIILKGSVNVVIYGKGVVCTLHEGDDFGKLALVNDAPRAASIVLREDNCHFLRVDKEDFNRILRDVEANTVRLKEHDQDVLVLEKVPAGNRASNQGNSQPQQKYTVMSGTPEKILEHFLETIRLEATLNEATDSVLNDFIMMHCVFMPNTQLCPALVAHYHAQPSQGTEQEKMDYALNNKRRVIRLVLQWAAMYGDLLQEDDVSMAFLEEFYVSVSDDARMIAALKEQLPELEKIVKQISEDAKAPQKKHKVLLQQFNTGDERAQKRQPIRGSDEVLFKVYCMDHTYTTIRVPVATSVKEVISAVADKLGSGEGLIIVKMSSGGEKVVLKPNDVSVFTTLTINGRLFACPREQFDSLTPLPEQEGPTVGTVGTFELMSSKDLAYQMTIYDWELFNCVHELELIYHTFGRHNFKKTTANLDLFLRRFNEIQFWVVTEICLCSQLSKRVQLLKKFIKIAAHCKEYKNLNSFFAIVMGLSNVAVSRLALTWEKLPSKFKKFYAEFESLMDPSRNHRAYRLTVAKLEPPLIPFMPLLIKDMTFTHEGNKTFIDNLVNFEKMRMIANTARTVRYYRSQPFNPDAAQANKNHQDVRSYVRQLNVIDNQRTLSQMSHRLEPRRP
EPAC2 ag = activates human EPAC2 exchange factor; Potency, µM (titrated, usually from 154 µM), for inactives: at the highest dose activation, usual class: activators; Q8WZA2; 360,000 compounds, 0.079% hits; AID 720711; EPAC2 activation, biochemical qHTS; response scale: 100% = 6.5 mM cAMP response; note: potency is the fitted concentration of half-maximal effect; nearly all actives have a fitted effect of over 50% in size
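Each well held 100 nM EPAC2, 250 nM RAP1B-BODIPY-GDP and 50 uM GDP. Fluorescence, read at 5-min intervals to 30 min, was referenced to a 6.5 mM cAMP positive control.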
TGFb SMAD3 inh = blocks TGF-b signaling; Potency, µM (titrated, usually from 46.1 µM), for inactives: top-dose activity, negative = inhibition, hits mostly inhibitors; HepG2 CAGA-GFP TGF-b/SMAD3 reporter, GFP fluorescence, 18 h; TGF-beta stimulated, 500 pg/mL final; 410,000 compounds, 1.2% hits; note: potency is the fitted concentration of half-maximal effect; % is set by controls: 0 for no effect and ±100 for the full control effect; nearly all actives have a fitted effect of over 65% in size
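Inhibition was scored as loss of TGF-beta-induced (500 pg/mL final, 18 hours, 37 degrees C) GFP in HEPG2 cells carrying a CAGA-GFP reporter, in DMEM with 1% FBS. Well GFP was summed per cell; Activity was normalised to unstimulated and stimulated DMSO wells, then concentration-response fitting.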
pAkt inh = inhibitors of Akt phosphorylation | Neuro2A IGF-stimulated pAkt S473 HTRF, 20 min; active compounds read low | 360,000 compounds, 0.32% hits | activity change, % for hits at 50 µM | AID 651550; in the data active = activity change below about -80%; inconclusive = mostly about -51% to -80%; note: % is set by controls: 0 for no effect and ±100 for the full control effect
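Single-point screen (50 µM final compound) in Neuro2A cells stimulated 20 min with 6 nM IGF at 37 deg C. After lysis, Ser473-phosphorylated Akt read by HTRF (ex 330 nm, em 615/665 nm) as the 665/615 ratio.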
Active calls of the source: *; i = inactive; ? = inconclusive; . = no result given; & = joins results of further samples; [ ] = remark or other dose. Unless noted, calls come from the whole dose curve; as a rule, active = well fitted curve in the direction sought with a large enough effect; inconclusive = small, poorly fitted or top-dose-only effect, or another doubt; inactive = no such curve, though single readings can be large; an effect the other way counts as inactive or inconclusive. These rows are one share of the data; the hit share may differ from the screen's.

Sequence of screens – A549 tox | Nrf2 activator | MmCpn inh | Nrf2 inh | CCT chaperon mod | EPAC2 antagonist | EPAC2 ag | TGFb SMAD3 inh | pAkt inh
O=C(COc1ccccc1Cl)Nc1ccc2oc(-c3ccccc3F)nc2c1
  -3% | 0.3% | . | -2% | . | . | . | -3% | .
CCn1cc(CN2CCCC(CO)(Cc3cccc(Cl)c3)C2)cn1 (stereo not given)
  2% | 3.2% | 3% | 17% | 0.4 | 9% | -4% | 9% | i
COc1ccc(C2/C=C\CN(C(=O)C3CCCC3)CC(=O)N2Cc2ccc(F)cc2)cc1 (stereo not given)
  -14%&2% | 3.7% | 0% | -2%&-27% | 0.8 | -5% | 4% | -22%&-10% | i
CCOC(=O)c1cnc(SC)nc1Oc1cccc(NS(=O)(=O)c2ccccc2)c1
  20% | 2.2% | 2% | ? | 1.1 | -7% | 11% | -9% | i
COc1cccc(CNc2nc3c(-c4ccccc4)nnn3c3ccccc23)c1
  6% | -0.3% | . | ? | . | . | . | 13% | .
CCn1cc(C(=O)N2CCN(c3cccc(Cl)c3)CC2)c2cc(OC)c(OC)cc2c1=O
  -19%&-18% | 0.2%&0.9% | 1% | ? | 0.3 | -1% | -5% | ? | i
CC(C)CC1c2[nH]c3ccccc3c2CCN1C(=O)C1CCOCC1 (stereo not given)
  -4% | 3.1% | 1% | 5% | -1.7 | -26% | -4% | -17% | i
CCN1C(=O)N2C[C@H]3CON(C)[C@H]3C[C@H]2c2ccccc21
  . | -0.7% | . | . | 0.2 | 2% | 8% | -7% | i
Cc1cc(C)c(S(=O)(=O)N(CC(=O)NCc2cccnc2)C2CCCCC2)c(C)c1
  0% | 2.4% | 1% | 12% | -0.7 | -3% | 6% | -6% | i
CCOC(=O)c1cn(-c2c(Cl)cccc2Cl)c2cc(Cl)c([N+](=O)[O-])cc2c1=O
  8% | 11µM* | 4% | 5% | 2.1 | -11% | 20% | 3% | i
CS(=O)(=O)N(CC(=O)N1CCC(C(N)=O)CC1)Cc1ccc(Cl)c(Cl)c1
  -3% | 0.1% | 2% | 4% | -0.4 | -5% | -1% | 1% | i
O=C(NCc1ccccc1)C1CCCN(C(=O)NCc2ccccc2)C1 (stereo not given)
  -10% | -0.1% | -1% | 41% | -2.3 | -3% | 6% | 8% | i
O=C(O)c1cccnc1Sc1ccc(Cl)cc1
  4% | 1.6% | 1% | -7% | -1.6 | -2% | 15% | -2% | i
CCOc1ccc(-c2cc(C(=O)N/N=C/c3cccnc3)c3ccccc3n2)cc1
  -7% | 0.3% | 1% | ? | 1.3 | 3% | -3% | 1% | i
COC(=O)c1cc(CC(=O)c2ccc(O)cc2O)c(C)o1
  -15%[1.84 µM] | -0.4% | 0% | -16% | -2.4 | -7% | -1% | 11% | i
Cc1sc2nc(SCC(=O)N3CC(C)OC(C)C3)n(C)c(=O)c2c1C (stereo not given)
  -12% | -0.1% | 1% | ? | -2.0 | 1% | -18% | -2% | i
O=S(=O)(c1ccc(Cl)cc1)N1CCN(c2ccccn2)CC1
  -5% | 0.6% | 1% | ? | 1.0 | 3% | -10% | -3% | i
CCCOc1ccc(-c2cnc(N)s2)cc1
  3%[1.84 µM] | 0.2% | -3% | ? | -3.8 | 3% | 8% | 2% | i
O=C(O)CCc1ccc(-c2ccc(F)cc2)n1CC(=O)O
  -6% | 5.3% | -3% | 5% | -1.9 | -8%[57.1 µM] | 1% | 4% | i
O=C1NCCN(Cc2ccoc2)C1CC(=O)N(Cc1ccccc1)CC1CCC1 (stereo not given)
  -1% | -0.6% | 0% | -3% | -0.5 | -2% | 5% | 4% | i
C=CCn1cn[nH]c1=S
  1% | -0.2% | 1% | 16% | 1.0 | 4% | 1% | 4% | i
O=C(CN1C(=O)c2ccc([N+](=O)[O-])cc2C1=O)NCc1ccco1
  7% | 0.1% | 0% | ? | -2.9 | -1% | 5% | 24% | i
CCOC(=O)c1sc2nc(CSc3ccccc3)[nH]c(=O)c2c1C
  -16% | 0.9% | 3% | ? | -7.3 | 6% | 6% | -16% | i
COc1ccccc1-c1cc(C(F)(F)F)nc(S(=O)(=O)CCCC(=O)N2CCOCC2)n1
  -7% | ? | 2% | ? | 1.4 | -14% | -6% | 2.2µM* | i
O=C(CN1CCN(c2ccccc2F)CC1)NC(=O)NCc1ccccc1
  10% | 0.3% | 1% | -2% | -3.7 | 17% | 6% | -3% | i
COc1cccc(C(=O)Oc2ccccc2/C=C\C(=O)c2cc3ccccc3o2)c1
  6% | ? | -3% | ? | 1.3 | 1% | 11% | ? | i
CSc1ccc(CN(C)CC(=O)NCc2ccccc2)cc1
  0% | 0.2% | 1% | ? | -0.7 | -9% | 6% | -23% | i
OCc1ccccc1-c1ccc2nccn2c1
  . | 2.1% | . | . | -8.5 | 1% | 7% | 19% | i
CC(C)(C)c1nc(SCC(=O)NCc2cccs2)c2ccccc2n1
  1% | 0.0% | -4% | 23% | 0.2 | 10% | 9% | 16% | i
CC1(C)CC(=O)C=C(Nc2cccc(C(F)(F)F)c2)C1
  1% | 0.3% | . | -3% | -0.3 | 0% | -2% | -14% | i
O=C(NCc1cccs1)c1ccccc1F
  -2% | 0.2% | 2% | -14% | -0.5 | 5%[57.1 µM] | -20% | 5% | i
Cc1c(Cl)ccc(S(=O)(=O)N2CCN(C)CC2)c1Cl
  . | 0.7% | . | . | 2.1 | -17% | 5% | -5% | i
COC(C(=O)N/N=C(\C)c1ccc(C(C)(C)C)cc1)c1ccccc1 (stereo not given)
  0% | 0.4% | -3% | ? | 0.6 | -4% | -1% | 8% | i
O=C(CSc1cc(Cl)ccc1Cl)NCCN1C(=O)CSC1=O
  -1% | -0.1% | 1% | 3% | -0.2 | 0% | 11% | 6% | i
Cc1ccc(/C=N\NC(=O)c2cc(OCC(F)(F)F)ccc2OCC(F)(F)F)cc1
  -10% | -0.2% | -14% | . | -1.7 | -4% | 2% | ? | i
Fc1ccc(CCNC(=S)Nc2ccc(F)cc2)cc1
  -5% | 0.2% | 1% | 7% | -1.2 | 2% | -6% | 22% | i
COc1ccc(NC(=O)c2ccccc2)cc1
  11% | -0.9% | 0% | ? | 1.4 | 5% | 8% | ? | i
CC(C)(C)c1ccc(-c2nc(NC(=O)CSc3ncnc4sc5c(c34)CCCC5)ns2)cc1
  -4% | 4.7% | . | ? | . | . | . | 0% | .
Cn1[nH]c(-c2ccccc2)c(/C=N/O)c1=O
  7% | 5.6% | 0% | ? | -1.4 | 1% | 3% | -7% | i
CCN(CC)CCn1c(=S)[nH]c2cc(C(=O)NCc3ccccc3)ccc2c1=O
  . | 0.1% | . | . | -1.3 | 2% | 2% | ? | i
CC(=O)c1ccc(N2CCN(C(=O)/C=C/c3cccs3)CC2)cc1
  0% | 0.5% | 4% | -16% | -0.7 | -1% | 7% | -1% | i
COc1cccc(-c2cnc(C(O)c3cccc(C)c3C)[nH]2)c1 (stereo not given)
  . | 0.9% | . | . | 1.8 | 4% | 2% | 5% | i
COc1ccc(CNS(=O)(=O)c2ccc(C3CNC(=O)C3)cc2)cc1 (stereo not given)
  -4% | 0.2% | -1% | 0% | -1.7 | 6% | -1% | -14% | i
C[C@H]1CN(C2CCCCC2)C(=O)[C@@H]1CC(=O)Nc1ccc(Br)cc1
  . | -0.5% | . | . | -1.3 | 3% | -1% | -2% | i
NC(=O)CSc1nnnn1-c1ccc(OC(F)(F)F)cc1
  -3% | -0.5% | -13% | ? | -3.3 | 21% | -1% | -12% | i
COc1nc(N)nc(N2CCOCC2)n1
  -2% | -1.3% | -1% | -4% | -2.2 | 1% | -1% | -2% | i
O=C(c1ccc(F)cc1)c1cc2ccc(O)cc2oc1=O
  -4% | 7.0% | 0% | -9% | 0.2 | 4% | -6% | -11% | i
CCN(Cc1ccccc1)C(=O)CN1C(=O)NC2(CC(C)CC(C)(C)C2)C1=O (stereo not given)
  0% | 0.3% | -1% | -7% | -1.4 | 12% | -3% | -27% | i
CCOC(=O)Nc1ccc(C)cc1C
  -3% | -0.4% | -4% | ? | -3.3 | 2% | 7% | 25% | i
C#CCOc1ccc(/C=C2\SC(=S)N(Cc3cccnc3)C2=O)cc1
  -4% | ? | -3% | 8% | -4.0 | 3% | -1% | ? | i
Cc1ccc(NC(=O)Cn2nnc3sc(-c4ccccc4)cc3c2=O)cc1Cl
  -2% | 13% | . | 16% | . | . | . | 4% | .
COc1ccc(C(=O)CSc2nc(C)cc(=O)[nH]2)cc1C
  1% | -0.5% | 0% | 15% | 1.1 | 2% | 0% | 0% | i
O=C(Nc1cccc(-c2cccc(F)c2)c1)C1CCN(Cc2ccc(CO)o2)CC1
  -3% | 5.6% | 1% | 6% | 1.1 | -19% | -1% | ? | i
O=C(c1ccc(CS(=O)Cc2ccccc2Cl)o1)N1CCN(c2ccccc2)CC1 (stereo not given)
  . | -0.7% | . | . | -2.4 | 1% | 11% | -4% | i
CCOC(=O)c1nn(-c2cccc(C)c2)cc1C(=O)c1ccccc1
  0% | 2.6% | 2% | 4% | 0.2 | 0% | 0% | -7% | i
COc1ccc(C(=O)Nc2ccc(C(=O)N3CCCCC3)cc2)cc1OC
  -10% | 0.1% | -2% | -4% | 1.9 | -3% | 1% | 5% | i
CC(C)(C)OC(=O)[C@H](Cc1ccccc1)NC(=O)c1nc[nH]c1C(=O)NCc1ccccc1
  -4% | 5.6% | . | -15% | 0.5 | -17% | -7% | ? | i
CC(O)[C@H]1CNC(=S)N1CCc1cccc(F)c1 (stereo not given in full)
  0% | -0.9% | 0% | -12% | -1.9 | 3% | 13% | 6% | i

Printed as active in Nrf2 activator, among the entries above:
SMILES	Nrf2 activator	MmCpn inh	CCT chaperon mod	EPAC2 antagonist	EPAC2 ag	pAkt inh
CCOC(=O)c1cn(-c2c(Cl)cccc2Cl)c2cc(Cl)c([N+](=O)[O-])cc2c1=O	11µM*	4%	2.1	-11%	20%	i

Screening results from PubChem.
